GASC-1 inh = blocks human GASC-1 demethylase activity | GST-JMJD2C(1-420) H3K9me3 demethylation, DELFIA europium | inhibition, % at 2.35 µM | 0.069% of 330,000 active | AID 2099;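 active means more than half of a compound's replicate wells show inhibition beyond 50%, single wells judged on their own value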;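 further: signal counts dimethyl H3K9 product captured on neutravidin plate; 0% = median of DMSO wells and 100% = 0.3 times that DMSO median; strong numbers were not always called active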
Target sequence (Q9H3R0 1-420 limits assumed): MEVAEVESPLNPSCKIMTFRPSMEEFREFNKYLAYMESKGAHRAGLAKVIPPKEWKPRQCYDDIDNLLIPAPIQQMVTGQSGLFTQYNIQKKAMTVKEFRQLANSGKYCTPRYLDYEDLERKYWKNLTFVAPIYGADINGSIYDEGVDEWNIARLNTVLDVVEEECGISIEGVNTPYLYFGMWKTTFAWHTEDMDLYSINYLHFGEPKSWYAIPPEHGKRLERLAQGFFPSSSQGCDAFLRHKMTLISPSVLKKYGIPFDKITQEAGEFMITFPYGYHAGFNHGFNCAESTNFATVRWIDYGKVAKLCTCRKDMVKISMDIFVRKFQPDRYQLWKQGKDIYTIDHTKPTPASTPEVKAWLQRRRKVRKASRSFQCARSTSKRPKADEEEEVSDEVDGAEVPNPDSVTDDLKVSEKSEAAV
PREPL inh = human PREPL enzyme inhibition; recombinant PREPL, fluorescence polarization activity-based probe; Q4J6C6; 0.68% of 320,000 active; inhibition, % at 5.96 µM; AID 2751; in the data active means inhibition above about 43%;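 further: 0% = enzyme with DMSO and 100% = wells lacking enzyme; many of its hits are not listed in these tables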
Efflux pump mplx = inhibitors of Candida antifungal efflux pumps expressed in yeast; S. cerevisiae Candida pump triplex, Nile Red efflux; inhibition, % at 10 µM; 0.44% of 330,000 active; AID 485275;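 active means plate passing quality check with inhibition over a set limit, or well fluorescence over plate mean plus 4 SD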;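 further: Nile Red retained in pooled yeast measured as flow cytometry median fluorescence; 0% = buffer negative control and 100% = Enniatin B positive control; higher means more Nile Red kept so more efflux inhibition; some compounds called inactive have numbers as strong as hits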
PP1 counter = blocks human PP1-alpha phosphatase, a PP5 counter-screen; inhibition, % at 6.7 µM; 0.9% of 320,000 active; AID 2235; P62136; purified PP1alpha, OMFP fluorescence;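 active means inhibition above the mean inhibition of all tested compounds plus 3 SD, computed separately for each screening campaign, cut at about 15% in these data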
TPT1 inh = inhibitors of Candida albicans tRNA 2'-phosphotransferase TPT1. 0.81% of 300,000 active. inhibition, % at 5 µM. AID 1962. recombinant caTPT1, FP RNA substrate dephosphorylation;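 active means inhibition above the mean of all tested compounds plus 3 SD, set per screening campaign, cut at about 24% in these data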;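 further: plate controls were DMSO alone for no effect and ferristatin control at 100 nM for full effect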
HCV core dimer = HCV core protein dimerization inhibition; inhibition, % at 5 µM; 0.33% of 300,000 active; TR-FRET GST/Flag-core106 dimerization, 1536-well;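 active means inhibition above the mean of all tested compounds plus 3 SD, set per screening campaign, cut at about 45% in these data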
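Assay system: tagged HCV core106 pair (GST and Flag); medium: KF-containing HEPES buffer, pH 7.45, DTT, CHAPS, BSA; also added: Eu donor and XL665 acceptor anti-tag antibodies; dosing: 5 µM single dose; timing: compound-protein-antibody incubation 4 h at 22.5 °C; signal: TR-FRET 671 and 617 nm emission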
PP5 inh = blocks human protein phosphatase 5 activity; AID 1987; P53041; purified PP5c, OMFP substrate fluorescence; 0.18% of 320,000 active; inhibition, % at 6.7 µM;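 active means inhibition above the campaign's mean inhibition across all tested compounds plus 3 SD, cut at about 9.5% in these data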;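 further: 0% = DMSO only and 100% = 100 µM cantharidin control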
Target sequence (P53041 whole entry, looked up): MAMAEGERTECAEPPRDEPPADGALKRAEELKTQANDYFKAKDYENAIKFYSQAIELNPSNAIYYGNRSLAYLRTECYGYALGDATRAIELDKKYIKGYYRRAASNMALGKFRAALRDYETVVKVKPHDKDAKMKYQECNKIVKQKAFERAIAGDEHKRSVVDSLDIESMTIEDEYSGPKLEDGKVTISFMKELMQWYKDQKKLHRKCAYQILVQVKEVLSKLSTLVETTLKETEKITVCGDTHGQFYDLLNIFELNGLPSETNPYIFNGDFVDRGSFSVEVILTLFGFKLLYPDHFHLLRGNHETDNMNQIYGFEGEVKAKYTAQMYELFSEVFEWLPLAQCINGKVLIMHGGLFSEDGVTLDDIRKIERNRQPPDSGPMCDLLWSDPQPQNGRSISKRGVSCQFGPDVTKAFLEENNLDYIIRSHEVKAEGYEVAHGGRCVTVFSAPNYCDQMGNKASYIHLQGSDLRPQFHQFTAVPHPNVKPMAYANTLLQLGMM
LYPLA2 counter = counter-screen for PME1 inhibitors: inhibitors of human LYPLA2 | O95372 | recombinant LYPLA2, FP-Rh probe fluorescence polarization | inhibition, % at 5.9 µM | 0.38% of 320,000 active;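 active means inhibition above the screen-wide mean plus 3 SD, limit set per campaign, cut at about 26% in these data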;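 further: 0% = LYPLA2 with DMSO and 100% = wells lacking LYPLA2 enzyme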
CTSL1 counter = counter-screen for PFM18AAP inhibitors: inhibitors of F. hepatica cathepsin L1; recombinant F. hepatica cathepsin L1, Z-Leu-Arg-MCA fluorescence; inhibition, % at 5.96 µM; 0.49% of 300,000 active; AID 1906;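 active means inhibition above the mean of all tested compounds plus 3 SD, set per screening campaign, cut at about 17% in these data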;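 further: 0% = plate median of test compound wells and 100% = 1 µM Z-Phe-Ala-diazomethylketone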
* = called active by the depositor; . = not tested or not shown. A portion of the library, so the mix of outcomes need not match the whole.

SMILES	GASC-1 inh	PREPL inh	Efflux pump mplx	PP1 counter	TPT1 inh	HCV core dimer	PP5 inh	LYPLA2 counter	CTSL1 counter
CCn1c(=O)cc(OCC(=O)N(C)c2ccccc2F)c2ccccc21	-8	12	-0.1	-1	-4	2	1.1	13	1
COc1ccc(/C=C2\SC(=S)N(CCC(=O)NC3C=CS(=O)(=O)C3)C2=O)cc1 (stereo not given)	44	22	0.1	-3	0	2	-1.2	-6	2
Cn1ncc2c(Nc3ccc(Cl)c(Cl)c3)ncnc21	16	-14	0.2	0	0	5	1.4	-10	0
Cc1nn(CC(=O)NCc2cccc3ccccc23)c(=O)c2ccccc12	-6	11	0.1	-2	-3	0	3.2	14	8
COc1ccc(C2=NS(=O)(=O)N(C)C(C(=O)NC3CCCCC3)=C2)cc1OC	0	5	-0.2	-1	-1	-3	1.5	-3	-2
c1ccc2c(c1)OCCOCCOCCO2	-7	5	0.1	-3	0	0	-0.2	0	-3
CCN1C(=O)/C(=C\N(C)C)S/C1=N\S(=O)(=O)c1ccccc1	18	3	0.1	-6	1	1	-1.0	1	2
Cc1ccc(OCc2n[nH]c(=S)n2-c2ccc(Br)cc2)cc1	-1	-57	-0.2	3	-4	4	2.6	0	1
COc1cccc(C2CC(c3ccccc3OC)n3nc(N)nc3N2)c1 (stereo not given)	-8	9	-0.1	-5	-3	-3	-0.8	0	1
COc1cc(/C=C2/C(=O)NN(c3cccc(C)c3)C2=O)cc([N+](=O)[O-])c1O	1	3	-0.1	1	6	-9	-2.5	4	8
CC(=O)OCC1=C(C(=O)O)N2C(=O)C(NC(=O)Cn3nc(C(F)F)c(Cl)c3C)C2SC1 (stereo not given)	0	-7	-0.1	1	3	2	-2.9	-3	-1
O=C(Nc1nnc(-c2ccco2)s1)C1CCCCC1	9	-3	-0.2	-4	-6	2	-1.1	-6	2
O=C(O)CN1C(=O)/C(=C\c2cccc(OCc3ccccc3F)c2)SC1=S	-3	-23	-0.2	8	0	19	0.7	0	4
CC(=O)N1c2ccccc2C(C)=CC1(C)C	14	5	0.0	-1	-2	-8	-0.4	5	-6
Cc1[nH]c2ccccc2c1/C=N/NC(=O)CNC(=O)c1cccs1	-10	-6	0.0	-3	-2	-3	1.9	-5	2
CCC(C)NC(=O)Cc1c(OC)ccc2cc(Br)ccc12 (stereo not given)	10	2	-0.1	-9	-1	17	-1.0	2	-3
Cc1ccc(/C(O)=C2/C(=O)C(=O)N(CC(=O)O)C2c2ccc([N+](=O)[O-])cc2)cc1 (stereo not given)	0	10	0.3	2	1	0	6.7	1	0
Cc1noc(C)c1S(=O)(=O)N1CCCC(C(=O)Nc2cccnc2)C1 (stereo not given)	-25	15	-0.2	6	-3	-1	-2.9	0	6
CC1CCN(c2ccccc2NC(=O)c2ccc(Br)o2)CC1	2	-3	0.0	3	-2	-3	3.1	1	0
NC(=S)NC1CC2CC1C1C=CCC21 (stereo not given)	-1	4	0.2	-3	2	-4	0.6	4	9

Retrieved by structure from the list above (3):
SMILES	GASC-1 inh	PREPL inh	Efflux pump mplx	PP1 counter	TPT1 inh	HCV core dimer	PP5 inh	LYPLA2 counter	CTSL1 counter
Cc1[nH]c2ccccc2c1/C=N/NC(=O)CNC(=O)c1cccs1	-10	-6	0.0	-3	-2	-3	1.9	-5	2
Cc1ccc(/C(O)=C2/C(=O)C(=O)N(CC(=O)O)C2c2ccc([N+](=O)[O-])cc2)cc1 (stereo not given)	0	10	0.3	2	1	0	6.7	1	0
CC(=O)N1c2ccccc2C(C)=CC1(C)C	14	5	0.0	-1	-2	-8	-0.4	5	-6

(continued)
SMILES	GASC-1 inh	PREPL inh	Efflux pump mplx	PP1 counter	TPT1 inh	HCV core dimer	PP5 inh	LYPLA2 counter	CTSL1 counter
O=C(COc1ccc2ccc(=O)oc2c1)Nc1ccc2c(c1)OCCO2	7	8	-0.2	-6	0	-3	-0.8	-1	3
CCCS(=O)(=O)N1CCN(C2Cc3ccccc3C2)CC1	-2	-1	0.0	-2	-4	-1	0.6	4	0
C=C(C)c1cccc(C(C)(C)NC(=O)NCCCn2ccnc2)c1	11	-4	0.0	-2	0	9	0.1	3	0
Nc1ccc(S(=O)(=O)c2ccc(Cl)cc2)cc1	-1	5	-0.4	-4	2	3	-0.9	1	4
CCOc1ccc(C(=O)OCCCN(C)C)cc1	9	-2	0.1	-3	-2	-2	0.5	0	-3
CC1=CC(=O)N(c2ccc(C)cc2)C1c1ccc(Cl)cc1 (stereo not given)	-8	-47	-0.3	-1	-3	18	3.6	5	1
Cc1ccc(/C=C/C(=O)OCC(=O)Nc2ccccc2Sc2ccccc2)cc1	-18	-6	-3.6	1	-1	7	1.1	-5	-5
Cc1ccc(C)c(NC(=O)CN(C)C(=O)Cc2coc3cc(C)c(C)cc23)c1	11	7	0.1	-6	-1	-12	-0.8	2	2
O=C(CCCOc1ccccc1)N1CCN(S(=O)(=O)c2cccc(F)c2)CC1	-1	18	-0.1	-1	-2	-1	1.1	6	0
COc1ccc(C(=O)CCC(=O)NCCc2ccccc2F)cc1	7	-10	0.1	0	0	7	0.7	-2	-2
NC(=O)c1cc([N+](=O)[O-])ccc1N1CCN(Cc2ccccc2)CC1	-2	12	0.3	-3	1	-5	0.1	6	5
CC(C)(C)C(=O)NC(=S)N1CCc2ccccc21	4	20	-0.1	-3	-1	0	0.7	-1	-2
Cc1cc(C)cc(OCC(=O)N(Cc2ccco2)c2c(N)n(Cc3ccccc3)c(=O)[nH]c2=O)c1	-1	6	0.1	-8	.	.	2.6	4	.
CSc1ccc(/C=N/N2CCN(Cc3ccc(Cl)cc3)CC2)cc1	-29	7	0.0	-4	5	-2	2.3	0	-11
CCc1cccc(CC)c1NC(=O)C1CN(S(=O)(=O)c2ccccc2)CCN1S(=O)(=O)c1ccccc1 (stereo not given)	-3	21	0.2	1	1	5	-1.2	1	7
Cc1cc(C)n2nc(C(=O)OCC(=O)N(C)CC(=O)Nc3ccc(F)cc3)nc2n1	5	10	-0.1	-4	.	.	-0.8	4	.
CCCCCCCCOC(=O)CCn1[nH]c(=O)c2ccccc2c1=O	-34	-5	0.2	-3	-8	2	-0.5	6	5
COc1cc(OC)c(NC(=O)CCc2ccccc2)cc1Cl	-3	17	0.0	-2	0	-2	-0.7	-6	-1
CCn1ncc(C2=NOC(C(=O)Nc3cc(OC)c(Cl)cc3OC)C2)c1C (stereo not given)	-7	3	-0.3	0	1	-2	3.3	6	2
COc1ccc2c(C)cc(N3CCN(c4ccc(F)cc4)CC3)nc2c1	7	30	0.1	3	2	1	3.8	5	-1
Cc1cc(C(=O)OCC(=O)NCCCN2CCCC2=O)c2ccccc2n1	-4	-3	0.2	-2	4	-3	-1.0	-5	-6
CCOC(=O)C(NC(=O)Nc1ccc(Cl)cn1)(Oc1ccccc1)C(F)(F)F (stereo not given)	6	-4	0.2	0	-1	5	2.7	13	-1
CCOCc1nnc(NC(=O)c2cc(Cl)ccc2OC)s1	0	11	0.1	-1	-2	-1	3.8	3	1
CCOC(=O)N1CCC(Nc2c(Nc3cccc(CC)c3)c(=O)c2=O)CC1	1	17	0.3	0	6	1	4.6	-2	-2
COCCn1c(SCC(=O)c2ccccc2)nc2c(c1=O)SCC2	-33	1	0.0	-9	-1	2	-0.1	10	-1
CCC(C)[C@@H](C(=O)Nc1ccc(OC)c(OC)c1)N1Cc2ccccc2C1=O (stereo not given in full)	-6	11	0.1	-2	-2	2	2.0	-3	4
CCOC(=O)c1c(CSc2ccccc2)n(C)c2cc(Br)c(OC)c(O)c12	0	-1	0.0	-5	0	-1	-3.8	-11	15
CC(=O)Nc1ccc(S(=O)(=O)Nc2cccc(N(C)S(C)(=O)=O)c2)cc1	-7	-1	0.0	-2	3	1	1.9	-8	-4
CC/C=C(\NC(C)=O)c1ccccc1	2	5	-0.2	-7	.	.	1.2	10	.
COc1cccc(-c2cc(C(=O)NN3CCOCC3)c3ccccc3n2)c1	-2	-5	0.2	-1	-2	-7	0.3	-1	2
CCc1c(O)nc(SCc2ccc(F)cc2)[nH]c1=O	-25	11	-0.1	2	-4	-8	2.3	0	-2
COc1ccc(/C=C/C(=O)NC(=S)Nc2ccc(S(=O)(=O)Nc3nccnc3OC)cc2)cc1	1	17	0.0	1	3	11	-2.1	1	-1
CNC(=S)NCCc1c[nH]c2ccc(OC)cc12	-5	23	0.0	6	-1	-3	2.4	9	2
CCCc1c(O)nc(SCc2ccccc2)[nH]c1=O	12	-6	-0.1	2	3	-3	1.8	-6	0
COc1ccccc1CNS(=O)(=O)c1ccc2c(c1)CCCN2C(C)=O	9	-11	-0.2	-5	-3	11	-0.8	4	-2
O=C(NCC1CCCO1)c1ccc(CNS(=O)(=O)c2ccc(F)c(Cl)c2)cc1 (stereo not given)	-13	-11	-0.1	-2	-2	-2	0.8	-2	-3
CCOC(=O)C1CCCN(C(=O)C(C)(C)Oc2ccc(Cl)cc2)C1 (stereo not given)	-4	-3	0.4	0	5	4	0.2	4	1
CN(C)c1ccc(NC(=O)Nc2ccc3c(c2)nnn3C)cc1	-12	16	-0.2	4	-4	-43	3.5	2	-15
CC(NC(=O)CN1CCN(c2ncccn2)CC1)c1ccc(F)cc1 (stereo not given)	11	-2	0.1	2	-6	-1	-0.8	11	-3
CC(Nc1ccnc2cc(Cl)ccc12)c1ccc(S(N)(=O)=O)cc1 (stereo not given)	5	2	-0.1	2	-1	-36	3.1	7	2
CSc1ccccc1COC(=O)Nc1ccccc1C	8	-6	0.0	-2	2	-1	0.1	0	3
CSC1=NCCN1C(=O)c1ccc(S(=O)(=O)N2CCCCC2)cc1	-2	-3	0.1	-5	-6	2	0.7	-4	-2
CN=Cc1nc(-c2ccccc2)oc1O	12	10	0.1	-2	5	-1	0.0	-3	7
COc1ccc(/C(C)=N/NC(=O)CNC(=O)/C=C\c2ccccc2OC)c(OC)c1	-29	1	0.4	0	2	1	4.1	-8	3
CC(O)CC(C(=O)NNc1ccccc1)C(=O)NNc1ccccc1 (stereo not given)	-6	11	0.1	-1	-2	-3	1.4	-9	-3
Cc1ccc(-n2[nH]c(C)c(/C=N/n3c(C)nc4ccccc4c3=O)c2=O)cc1	1	-6	0.1	1	-1	-6	1.1	2	-3
O=C(Nc1ccc(Oc2ccccc2)nc1)C1CCCCN1Cc1ccc(O)cc1 (stereo not given)	-13	0	-0.2	1	1	8	4.3	2	1
COC(=O)c1cc(NS(=O)(=O)c2ccc(N3CCCCC3)c([N+](=O)[O-])c2)cc(C(=O)OC)c1	0	5	-0.1	1	-6	21	2.2	1	3
CCOC(=O)c1[nH]c(C)c(C(=O)N2CCN(C(=O)OCC)CC2)c1CC	10	-3	-0.1	-2	-7	-7	0.3	-8	-2
COc1cccc(CNS(=O)(=O)c2ccc(-n3cnnn3)c(C)c2)c1	-6	-3	0.0	0	-1	15	2.1	3	0

Following part:
SMILES	GASC-1 inh	PREPL inh	Efflux pump mplx	PP1 counter	TPT1 inh	HCV core dimer	PP5 inh	LYPLA2 counter	CTSL1 counter
COc1ccc(/C=C/C(=O)Nc2cccc(C(C)=O)c2)cc1	6	-5	-0.5	-3	4	4	0.7	-5	0
CCOC(=O)Cn1nc(C)c(NC(=O)COc2ccc(F)cc2F)c1C	-36	-3	0.1	-5	4	1	-3.0	-5	-3
COc1ccc2ccccc2c1/C=N/NC(=S)NCCN1CCOCC1	4	9	0.0	-1	2	-6	2.1	1	4
CC(C)NC(=O)CSc1nccc(-c2cccs2)n1	21	8	-0.1	0	-5	-3	3.3	5	4
CCOC(=O)CN1NC2(CCCCCCC2)NC1=S	1	0	0.0	2	-3	4	-0.2	2	14

Screening data deposited in PubChem BioAssay by several laboratories.
